# TRPC4 potent: positive allosteric modulators of TRPC4, primary screen, cell-based, mouse TRPC4beta, HEK293 mu-opioid, Fluo-4 calcium; DAMGO EC20, Fluo-4 Ca2+ flux; hits give high values; B-score at 10 µM; actives 0.42% (n = 310,000); AID 2227, 2009;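 active = B-score of calcium response area above 5 SD of library B-scores, with initial fluorescence ratio within 5 SD of library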;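 also: B-score of integrated fluorescence ratio over time as area under calcium response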
# Target sequence (Q9QUQ5 whole entry, looked up): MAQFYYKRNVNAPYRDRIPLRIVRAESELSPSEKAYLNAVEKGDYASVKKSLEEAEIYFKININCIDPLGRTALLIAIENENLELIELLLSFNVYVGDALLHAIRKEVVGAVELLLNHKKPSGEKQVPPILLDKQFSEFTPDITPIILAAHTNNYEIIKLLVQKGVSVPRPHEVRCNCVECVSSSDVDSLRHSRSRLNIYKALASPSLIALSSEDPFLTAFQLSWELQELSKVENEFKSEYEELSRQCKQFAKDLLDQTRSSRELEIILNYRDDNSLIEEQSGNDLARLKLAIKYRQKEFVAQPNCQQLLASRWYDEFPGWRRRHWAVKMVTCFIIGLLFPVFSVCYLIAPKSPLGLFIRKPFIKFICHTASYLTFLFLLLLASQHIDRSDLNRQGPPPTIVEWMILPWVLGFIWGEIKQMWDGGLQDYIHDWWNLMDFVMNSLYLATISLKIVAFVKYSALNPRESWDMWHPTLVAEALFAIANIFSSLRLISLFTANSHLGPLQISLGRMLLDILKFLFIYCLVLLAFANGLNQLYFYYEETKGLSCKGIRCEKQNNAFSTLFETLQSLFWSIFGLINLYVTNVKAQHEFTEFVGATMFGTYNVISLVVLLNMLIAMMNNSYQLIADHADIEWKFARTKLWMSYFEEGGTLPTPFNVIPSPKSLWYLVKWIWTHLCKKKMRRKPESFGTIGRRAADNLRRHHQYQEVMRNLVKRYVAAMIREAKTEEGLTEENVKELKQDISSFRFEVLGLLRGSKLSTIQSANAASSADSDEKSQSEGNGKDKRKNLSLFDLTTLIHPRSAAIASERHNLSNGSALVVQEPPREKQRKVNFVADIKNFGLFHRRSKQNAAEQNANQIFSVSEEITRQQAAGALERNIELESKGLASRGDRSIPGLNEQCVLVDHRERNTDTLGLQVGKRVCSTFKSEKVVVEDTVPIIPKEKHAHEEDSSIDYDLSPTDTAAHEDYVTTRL
# IEC-6 tox: cytotoxicity in IEC-6 intestinal epithelial cells, primary screen, cytotoxicity control for KLF5 inhibitor project, cell-based, luminescence | inhibition, % at 5 µM | actives 0.78% (n = 290,000) | IEC-6 cytotoxicity, luminescence viability; in the data active = inhibition above about 22%;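 also: 0% = plate median of test compound wells and 100% = cytotoxic reference compound wells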
# TRPC6 act: mouse TRPC6 channel activators, primary screen, cell-based, HEK293, membrane potential dye; Short transient receptor potential channel 6 (Mus musculus), Q61143; HEK293-TRPC6 membrane potential dye fluorescence; hits give high values; B-score at 10 µM; actives 0.13% (n = 310,000); AID 2550, 2010;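 active = B-score of the integrated fluorescence ratio above library mean plus 3 SD, and starting fluorescence ratio within library mean plus 5 SD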;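 also: higher score means more depolarization so channel activation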
# TRPC6 inh: mouse TRPC6 channel inhibitors, primary screen, cell-based, HEK293, membrane potential dye | actives 1.1% (n = 310,000) | ACh-evoked depolarization; hits give low values | B-score at 10 µM;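 active = B-score under library mean minus 3 SD, initial fluorescence not abnormally high, positive integrated signal ratio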;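 also: B-score derived from integrated fluorescence ratio over the kinetic read; more negative B-score means stronger inhibition of depolarization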
# aSyn UTR inh: MLPCN primary screen, SNCA 5' untranslated region; alpha-synuclein 5'UTR reporter, inhibitor activity; inhibition, % (tested at 7.5 µM); actives 0.82% (n = 300,000); AID 1813, 2009; in the data active = inhibition above about 60%;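 also: H4 neuroglioblastoma cells stably carrying SNCA 5'UTR luciferase fusion; 0% = DMSO wells and 100% = positive control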
# HIF act: HIF pathway transcriptional activators, primary screen, cell-based, U2OS HRE-luciferase, luminescence | U2OS HRE-luciferase reporter; normalized: DMSO 0%, desferrioxamine 100% | activation, % at 7.5 µM (by protocol) | actives 0.32% (n = 300,000);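 active = mean activation of at least 10% of the iron chelator positive control signal, with at least half of replicates also reaching 10%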
# KLF5 inh: KLF5 expression inhibitors, primary screen, DLD-1 cells, luminescence; actives 0.23% (n = 290,000); DLD-1 KLF5 promoter-luciferase reporter; inhibition, % at 5 µM; AID 1700, 2009;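 active = inhibition above a per-plate limit of that plate's mean compound inhibition plus 3 SD, cut at about 60% in these data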;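 also: 0% = DMSO wells and 100% = LY294002 at 200 µM; higher means less KLF5 promoter-driven luciferase light; inactives centre near -14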
# SKKanGAS inh: S. pyogenes SKKanGAS growth inhibitors in kanamycin, primary screen, streptokinase expression inhibitor project, SKKanGAS strain, BacTiter-Glo luminescence; AID 1662, 2009; actives 1.3% (n = 300,000); inhibition, % at 7.5 µM; 6 h;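 active = mean replicate score, as percent of positive control median, at least 50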;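 also: strain carries kanamycin resistance gene driven by streptokinase promoter and grows in 40 µg/ml kanamycin; loss of luminescence reflects streptokinase promoter inhibition or plain growth inhibition; 0% = median of DMSO wells and 100% = positive control at its reference dose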
# TRPC4 agonist: activators of mouse TRPC4 channel, primary screen, Fluo4 calcium, HEK293 TRPC4beta/mu-opioid cells. B-score at 10 µM. AID 2237, 2010. actives 0.49% (n = 310,000). Fluo4 calcium fluorescence; hits give high values. Short transient receptor potential channel 4 (Mus musculus), Q9QUQ5;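 active = B-score above 5 SD of library B-scores, and initial fluorescence ratio not above library mean plus 5 SD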;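 also: positive B-score marks a calcium rise read as TRPC4 activation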
#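 Assay system – TRPC4beta and mu-opioid receptor HEK293 stable cells · Measured by – Fluo4 fluorescence, kinetic · Schedule – dye loading 45 min room temperature, 110 s kinetic read · Read-out – B-scored integrated calcium fluorescence ratio · Controls – buffer and maximal DAMGO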
# TRPC4 inh: inhibitors of mouse TRPC4 channel, primary screen, Fluo4 calcium, HEK293 TRPC4beta/mu-opioid cells; DAMGO-evoked Fluo4 calcium flux; hits give low values; B-score at 10 µM; actives 0.39% (n = 300,000); AID 2247, 2010;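 active = B-score over 3 SD under the library average, no early fluorescence shift, positive overall ratio signal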
#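 material = TRPC4beta/mu-opioid receptor HEK293 cell line | probe or stimulus = sequential submaximal and maximal DAMGO stimulation | compound dosing = one concentration per compound | measured by = Fluo4 Ca2+ flux fluorescence | evaluation = integrated fluorescence ratio relative to baseline, converted to per-well B score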
# MrgX1 antag: antagonists of human MrgX1 receptor, primary screen, HEK293 cells, Fluo-4 calcium flux | BAM8-22 antagonism; hits give low values | B-score at 10 µM | actives 1.3% (n = 310,000) | Mas-related G-protein coupled receptor member X1 (Homo sapiens), Q96LB2;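 active = calcium-response B-score plate-corrected more than 3 library SD below zero, starting fluorescence within 5 deviations, no agonist response on first addition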;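 also: peak minus trough fluorescence over baseline after final BAM8-22 challenge near maximal dose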
# * = called active by the depositor; i = inactive; / = not tested or not shown.
# Each structure is followed by: SKKanGAS inh	TRPC4 agonist	TRPC6 inh	aSyn UTR inh	HIF act	IEC-6 tox	TRPC6 act	MrgX1 antag	TRPC4 inh	TRPC4 potent	KLF5 inh
CC1CCCC(C)N1C(=O)CSc1nnc(CSc2ncccn2)n1C (stereo unspecified)
→ 3	i	i	/	/	-3	i	i	i	i	-21
O=C(c1ccc(F)cc1)N1CCN2C(=O)c3ccccc3C12c1ccc(Cl)cc1 (stereo unspecified)
→ 5	i	i	-51	-0.6	6	i	i	i	i	-35
O=C(OCc1ccc(Cl)c(Cl)c1)c1cnccn1
→ 0	i	i	0	0.0	6	i	i	i	i	-3
S=C(NCCc1cnc[nH]1)NC1CCCC1
→ -4	98*	i	-11	-0.6	-3	i	i	i	i	1
CC(C)CC(c1nnnn1C(C)C)N1CCN(C(=O)c2ccco2)CC1 (stereo unspecified)
→ -9	i	i	-15	-3.8	/	i	i	i	i	/
Cc1ccccc1NC(=O)C1CCCN(c2nnc(N3CCCC3=O)s2)C1 (stereo unspecified)
→ -4	i	i	-3	-0.3	2	i	i	i	i	-10
CCN1CCN(C(=O)Cn2nc(-c3ccc(Cl)cc3)ccc2=O)CC1
→ -1	i	i	17	0.0	1	i	i	i	i	-20
CNc1ccc(Br)cc(C(=O)/C=C/c2cc(OC)ccc2OC)c1=O
→ 17	i	i	-29	-0.4	-12	i	i	i	i	-5
COC(=O)C1=CN(c2ccc(F)cc2)C=C(C(=O)OC)C1c1cccc([N+](=O)[O-])c1
→ 5	i	i	4	-0.8	5	i	i	i	i	5
COc1ccc(CNC(=O)COC(=O)c2cc(-c3cccs3)nc3ccccc23)cc1OC
→ 19	i	i	11	-2.0	0	i	i	i	i	-11
O=C(CSc1ccccc1F)NC(=O)NCc1ccco1
→ 1	i	i	5	0.2	-1	i	i	i	i	-2
Cc1cc(Nc2c(C)n(C)n(-c3ccccc3)c2=O)n2c(nc3ccccc32)c1C#N
→ 0	i	i	-11	-0.3	-4	i	i	i	i	-34
COc1ccc(NC(=O)NNC(=O)c2ccc(Cl)cc2Cl)cc1OC
→ 0	i	i	-6	0.4	1	i	i	i	i	-13
CCOC(=O)c1nnc(-c2ccc(C)cc2)nc1Oc1ccccc1Cl
→ 9	i	i	29	-0.4	0	i	i	i	i	-17
CCOC(=O)c1c(NC(C)=O)sc2c(O)c(CN3CCN(CC)CC3)ccc12
→ 9	i	i	-11	-0.9	-3	i	i	i	i	-4
COc1cc(Cl)c(S(=O)(=O)NCCCn2ccnc2)cc1Cl
→ 5	i	i	-4	0.2	0	i	i	i	i	-20
COc1ccccc1N1C(=O)C2C(c3ccccc3F)NN(C(=O)c3ccc(C)cc3)C2C1=O (stereo unspecified)
→ 2	i	i	-14	0.2	-3	i	i	i	i	-18
CC1=C(C(N)=O)C(c2cccs2)n2nc(-c3cccc(C)c3)nc2N1 (stereo unspecified)
→ 0	i	i	18	-0.2	-4	i	i	i	i	10
COc1ccc(C)cc1NC(=O)C(OC(=O)c1ccc(Cl)c(S(=O)(=O)N(C)c2ccccc2)c1)c1ccccc1 (stereo unspecified)
→ -8	i	i	-5	-0.2	6	i	i	i	i	28
CCOC(=O)CSc1nc2ccccc2c(=O)n1CC(C)C
→ 0	i	i	9	0.6	5	i	i	i	i	10

# Remaining list, next part.
# Each structure is followed by: SKKanGAS inh	TRPC4 agonist	TRPC6 inh	aSyn UTR inh	HIF act	IEC-6 tox	TRPC6 act	MrgX1 antag	TRPC4 inh	TRPC4 potent	KLF5 inh
O=C(NN=C1CCCCCC1)c1ccc(Br)o1
→ -2	i	i	-82	2.3	10	i	i	i	i	-25
Cc1cc2oc(=O)cc(CSc3nnc(C)n3N)c2cc1C(C)C
→ -8	i	i	19	-0.1	4	i	i	i	i	16
COc1ccc(NS(=O)(=O)c2cc(C(=O)OC(C)C(=O)N3CCOCC3)ccc2Cl)cc1 (stereo unspecified)
→ -1	i	i	-1	-0.2	/	i	i	i	i	/
C1CCCN(c2nc3nonc3nc2N2CCCCCC2)CC1
→ 4	i	i	13	-0.1	4	i	i	i	i	15
O=C(Cn1c(O)c(/C=C2\C=Nc3ccccc32)sc1=O)Nc1ccc2c(c1)OCO2
→ 3	i	i	-8	-0.9	-4	i	i	i	i	-9
O=C(COC(=O)c1nc(Cl)c(Cl)c(Cl)c1Cl)c1ccc[nH]1
→ -13	i	i	-31	0.5	/	i	i	i	i	/
CCN(Cc1cc2ccccc2[nH]c1=O)C(=O)C(C)C
→ 2	i	i	-3	0.3	-8	i	i	i	i	2
Cc1cccc(NC(=O)c2cc(-c3ccc(C)c(C)c3O)n[nH]2)c1
→ 6	i	i	-211	4.7	2	i	i	i	i	-64
Cc1cc(NS(=O)(=O)c2ccc(NC(=O)C3CCCCC3)cc2)no1
→ 2	i	i	-7	-0.6	-5	i	i	i	i	-34
Cc1cc(C)cc(N2C(=O)CN(Cc3sccc3C)C2=S)c1
→ -2	i	i	24	-1.0	0	i	i	i	i	-4
O=C(CSc1nc(SCC(=O)NCc2ccccc2)n(-c2ccccc2)n1)NCc1ccccc1
→ -25	i	i	32	-0.1	3	i	i	i	i	-4
COc1ccc(OCC(O)COc2ccc(C(=O)O)cc2)cc1 (stereo unspecified)
→ 8	i	i	2	-0.2	-1	i	i	i	i	-14
CCOC(=O)c1cccc(NC(=O)CN2C(=O)C3CC=CCC3C2=O)c1 (stereo unspecified)
→ -3	i	i	5	0.2	-6	i	i	i	i	-37
COc1cc(O)c(C(CCN2CCCCC2)c2cc(OC)c(OC)c(OC)c2)c(OC)c1 (stereo unspecified)
→ 0	i	i	-15	-1.1	/	i	i	i	i	/
CCOc1cc(/C=C2\N=C3CCCCCN3C2=O)ccc1O
→ -3	i	i	-2	2.1	7	i	i	i	i	-1
COC(=O)c1ccc(N2CCN(C)CC2)c(NC(=O)COc2ccccc2Cl)c1
→ -10	i	i	3	0.1	0	i	i	i	i	6
CCCC(=O)NCCc1cc2cc(C)c(C)cc2[nH]c1=O
→ -7	i	i	13	-2.0	-2	i	/	i	i	-27
COc1ccc(CCNC(=O)CS(=O)Cc2nc(-c3ccc(C)cc3)oc2C)cc1OC (stereo unspecified)
→ 8	i	i	34	1.1	4	i	i	i	i	3
COc1ccccc1NC(=O)NCCCl
→ 4	i	i	8	0.1	-2	i	i	i	i	-2
Cc1ccc(C)c(S(=O)(=O)N2CCN(C(=O)C3CCN(C(=O)c4ccc(F)cc4)CC3)CC2)c1
→ -1	i	i	22	-0.1	/	i	i	i	i	/

# (next part)
# Each structure is followed by: SKKanGAS inh	TRPC4 agonist	TRPC6 inh	aSyn UTR inh	HIF act	IEC-6 tox	TRPC6 act	MrgX1 antag	TRPC4 inh	TRPC4 potent	KLF5 inh
COc1ccc(NC(=O)C2CCCN(C(=O)Nc3cccc(OC)c3)C2)cc1 (stereo unspecified)
→ -4	i	i	-13	1.6	-4	i	i	i	i	4
Nc1nc2cc(S(=O)(=O)NC3=NCCCCC3)ccc2s1
→ -2	i	i	-15	-0.1	2	i	i	i	i	5
CC(=O)N/C(=C\c1ccccc1)C(=O)OCc1ccc(F)cc1
→ -1	i	i	-31	-0.6	-2	i	i	i	i	-21
CCOC(=O)c1sc(NC(=O)c2cncc(Br)c2)nc1C
→ 6	i	i	-105	-0.6	-2	i	/	i	i	-32
COc1cccc(N2CC(C(=O)N3CCC4(CC3)CC(=O)c3ccccc3O4)CC2=O)c1 (stereo unspecified)
→ 1	i	i	-17	-24	/	i	i	i	i	/
CCNC(=O)C(=O)c1c(-c2ccccc2)[nH]c2ccccc12
→ 10	i	i	-16	-0.3	3	i	i	i	i	8
O=C(c1ccc(CN2CCOCC2)cc1)N1CCN(c2cccc(Cl)c2)CC1
→ -6	i	i	20	0.8	-5	i	i	i	i	-21
COc1ccc(-c2ccc(N(C)C)cc2)cc1[C@H]1[C@H]2C=CC[C@@H](C)[C@@H]2C(=O)N1Cc1ccccc1
→ 12	i	i	10	-0.4	/	i	i	i	i	/
OC(COc1ccc(Cl)cc1)CN1CCN(c2cccc(Cl)c2)CC1 (stereo unspecified)
→ 17	i	i	-1	1.0	1	i	i	i	i	-24
COC(=O)c1csc(S(=O)(=O)N2CCCCC2)c1OC
→ -5	i	i	-2	-0.1	2	i	i	i	i	-1
O=C(COc1ccc(S(=O)(=O)N2CCOCC2)cc1Cl)NCCN1CCOCC1
→ -4	i	i	7	0.0	-4	i	i	i	i	-3
COc1cccc(CNS(=O)(=O)c2c(C(=O)N3CCCC3)c(C)n(C)c2C)c1
→ 9	i	i	-4	0.1	0	i	i	i	i	-7
Cc1cc(-c2csc3nc[nH]c(=S)c23)cc(C)c1C
→ 92*	i	i	2	-0.4	-5	i	i	i	i	1
O=C(NC1CCS(=O)(=O)C1)/C(=C\c1ccc(F)cc1)NC(=O)c1ccccc1 (stereo unspecified)
→ -1	i	i	-8	-0.1	6	i	i	i	i	-5
CC(c1ccccn1)N(Cc1ccco1)C(=S)Nc1cccc(F)c1 (stereo unspecified)
→ -4	i	i	-1	0.4	-2	i	i	i	i	-33
CN(C)c1ccc(C(=O)OCc2ccc(Br)cc2)cc1
→ -13	i	i	-35	0.5	-2	i	i	i	i	-51
N#CCC(=O)N/N=C/c1cc([N+](=O)[O-])ccc1N1CCCC1
→ -2	i	i	-9	0.9	1	i	i	i	i	-24
CN(C)c1ncc(CN2CCC(C(=O)Nc3ccc(-n4cccn4)cc3)CC2)s1
→ -2	i	i	10	0.9	-9	i	i	i	i	-16
CC1Cc2cc(/C=C3/SC(=S)NC3=O)ccc2O1 (stereo unspecified)
→ 12	i	i	-106	1.2	0	i	i	i	i	-23
CC(C)Sc1cc(N2CCOCC2)nc(-c2ccc(Cl)cc2)n1
→ 3	i	i	13	0.2	2	i	i	i	i	0
CCN(CC)c1ccc(C(=O)Nc2ccccc2)cc1[N+](=O)[O-]
→ 0	i	i	-151	2.6	-6	i	i	i	i	-97
CCCCCCC(=O)Nc1nc(C)c(-c2csc(Nc3cccc(OC)c3)n2)s1
→ 12	i	i	-39	-1.1	0	i	i	i	i	-12
CC1CCN(C(=O)Cn2c(=O)oc3cc(S(=O)(=O)N4CCCCC4)ccc32)CC1
→ 2	i	i	2	-0.3	3	i	i	i	i	-19

# Assay outcomes (PubChem)
